# XIAP antagonists: XIAP antagonists, biochemical, IAP family, fluorescence polarization (AID 1018). XIAP BIR domain, fluorescence polarization peptide displacement; higher % means a stronger effect. displacement, % at 20 µM, or IC50 in µM where a hit was titrated. hit rate 0.007% among 200,000; in the data active = displacement above about 50%; note: a part of the inactive calls stands beside numbers as strong as those of hits
# human PMI inhibitors: human PMI inhibitors, high substrate, primary screen, biochemical, fluorescence intensity, high mannose 6-phosphate (AID 1220). recombinant PMI enzyme, coupled fluorescence intensity; higher % means a stronger effect. inhibition, % at 20 µM; hits with a dose series show IC50 in µM. hit rate 0.66% among 190,000
# P. falciparum M17LAP: P. falciparum M17LAP inhibitors, primary screen, biochemical, fluorogenic H-Leu-NHMec substrate, 1536-well (AID 1619). recombinant M17LAP, H-Leu-NHMec fluorogenic kinetic assay; higher % means a stronger effect. one-dose inhibition, % at 30 µM; IC50 in µM for titrated hits. hit rate 0.38% among 220,000;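 active = compound inhibiting the enzyme by more than half at any dose during confirmatory dose-response retesting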;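 note: plate controls were full reaction with DMSO carrier for no effect and no enzyme background for full effect; strong numbers were not always called active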
# SIAH1 antagonists: blockers of Siah-1 interaction with plectin peptide – biochemical, fluorescence polarization, rhodamine-plectin, uHTS, primary screen (AID 1817); displacement, % at 20 µM; hits with a dose series show IC50 in µM; Siah-1 / rhodamine-plectin peptide fluorescence polarization; higher % means a stronger effect; hit rate 0.02% among 290,000;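 active = displacement of at least 50% at 20 µM, with a fluorescence ratio check between 0.3 and a set limit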;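 note: plate controls were Siah plus tracer with DMSO for no effect and tracer alone without Siah for full effect; strong numbers were not always called active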
# TNAP activators: stimulation of alkaline phosphatase TNAP activity – biochemical, luminescent, no phosphate acceptor, uHTS, primary screen (AID 1001); purified TNAP, luminescent activation assay, no phosphate acceptor; higher activation fold means a stronger effect; hit rate 0.03% among 200,000; activation fold at 20 µM, or EC50 in µM where a hit was titrated; in the data active = activation fold from about 3, or a potency from the dose series; inactive = the rest, 99 in 100 with activation fold below about 1.6; note: many of its hits are not listed in these tables
# K1F lysis inhibition: protection from phage-mediated lysis, alamar blue read-out – E. coli UTI89, K1F phage, bacterial capsule biogenesis inhibitors (AID 488966). one-dose inhibition, % at 100 µM; IC50 in µM for titrated hits. E. coli UTI89 K1F phage lysis, alamar blue, 2 h; higher % means a stronger effect. hit rate 0.02% among 340,000;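 active = phage lysis inhibition, versus mean bacterial control, above a set limit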;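 note: capsule biogenesis inhibitors block K1F phage lysis so surviving cells raise fluorescence; higher fluorescence means more inhibition of phage lysis; actives were called in the ten point dose series up to 300 µM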
# M1AAP inhibition: malaria alanyl aminopeptidase activity blockers – biochemical, fluorogenic H-Leu-NHMec substrate, 1536-well (AID 1445). recombinant M1AAP, H-Leu-NHMec fluorogenic kinetic assay; higher % means a stronger effect. inhibition, % at 30 µM, or IC50 in µM where a hit was titrated. hit rate 0.42% among 220,000;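 active = primary inhibition above the hit cutoff, then over 50% inhibition at one or more dose response concentrations, cut at about 23% in these data, passing the limit was not always enough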;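 note: plate controls were DMSO full reaction for no effect and no enzyme background for full effect; strong numbers were not always called active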
# Hep lipid drop: hepatic lipid droplet formation modulation. inhibition, % at 6.5 µM. AML12 mouse hepatocytes, oleate lipid droplets, BODIPY imaging. hit rate 0.4% among 240,000;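 active = lipid droplet intensity inhibited by at least 50%, with more than 500 cells counted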
#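 Material – mouse AML12 hepatocyte cell line, fixed after treatment · Compound dosing – one dose, 6.5 µM compound · Times – compound with oleate, overnight · Measured by – Image-based BODIPY and DAPI two-channel analysis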
# human PMI inhibition: MPI enzyme activity inhibition – biochemical, fluorescence intensity, coupled assay, primary screen (AID 1209); inhibition, % at 20 µM; hits with a dose series show IC50 in µM; purified PMI enzyme, coupled fluorescence intensity; higher % means a stronger effect; hit rate 0.42% among 190,000;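 note: plate controls were DMSO vehicle for no effect and wells lacking substrate for full effect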
# Hep lipid drop cells 6.5 µM: further read-out of Hep lipid drop, marked with its call; cell count; measured here: cell count, cytotoxicity flag;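 cells counted across two imaged fields per well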
# Numbers without * were called inactive; x = no result given; [ ] = remark or other dose. Cut-off read from the data, not from the text of the source, unless noted: active = inhibition above about 50%; inactive = the rest.
SMILES,XIAP antagonists,human PMI inhibitors,P. falciparum M17LAP,SIAH1 antagonists,TNAP activators,K1F lysis inhibition,M1AAP inhibition,Hep lipid drop,Hep lipid drop cells 6.5 µM,human PMI inhibition
O=C1COc2ccc(-c3csc(NCCc4ccccc4)n3)cc2N1,-11%,-7%,-3%,1%,1.2,0.4%,6%,10,655,-2%
CCn1c(=N)n(CC(=O)C(C)(C)C)c2ccccc21,-12%,-24%,-3%,-5%,1,3.5%,16%,-6,841,-14%
Cc1ccc2cc(C(c3nnnn3Cc3ccccc3)N3CCc4ccccc43)c(=O)[nH]c2c1C (stereo not given),-6.1%,-31%,47%,6%,1.1,5.3%,6%,-2,721,1%
COC(=O)c1oc2c(c1C)C1(CCC2)SCCS1,-5.8%,12%,3%,3%,1.2,-0.1%,6%,-20,684,14%
N#CCCn1cc(/C=N/O)c(-c2ccc(Cl)cc2)n1,-4.8%,-3%,1%,1%,1.1,2.0%,1%,x,x,8%
CCC(C)N(C(=O)Cn1nnc2ccccc21)C(C(=O)Nc1ccc(F)cc1)c1cccc(OC)c1 (stereo not given),-2.6%,12%,-12%,0%,1.2,0.0%,8%,x,x,10%
FC(F)Oc1ccc(NC(=S)NCc2nc3ccccc3[nH]2)cc1,-8.2%,14%,-2%,-2%,1.9,0.3%,3%,-9,668,7%
CCCCNC(=O)N1CCN(c2ccccc2OC)CC1,-4.4%,-2%,-4%,0%,1.1,0.3%,-1%,0,662,7%
C/C(=N\NC(=O)C1COc2ccccc2O1)c1ccc(Cl)s1 (stereo not given),-3.2%,-2%,2%,-6%,1.2,0.3%,-1%,4,637,-3%
N#Cc1cccc(C(c2nnnn2C2CCCC2)N2CCCCCC2)c1 (stereo not given),-4.7%,-8%,3%,2%,1,3.6%,6%,x,x,-12%
O=C(C1CCN(S(=O)(=O)N2CCCC2)CC1)N1CCCCC1,-22%,-8%,-5%,4%,1.1,0.2%,-1%,-2,766,-3%
COc1ccc(NC(=O)c2sc3nc(-c4cccnc4)ccc3c2N)cc1,x,x,-7%,-5%,x,-2.3%,10%,-13,692,x
CCN1C(=O)N/C(=C/c2cc(C)n(Cc3ccccc3)c2C)C1=O,0.2%,11%,8%,7%,1,-0.1%,14%,-12,659,10%
OCCCCNCc1cc(Br)ccc1OCc1ccccc1,-6.9%,6%,1%,-5%,1.1,-0.9%,9%,2,677,7%
Cc1ccccc1-n1nc(C)c2c(C(=O)NN)cc(-c3ccncc3)nc21,-5.0%,-13%,2%,8%,1.1,-0.2%,10%,3,722,-22%
O=C1c2ccc(Oc3cccc([N+](=O)[O-])c3)cc2C(=O)N1c1ccccn1,-5.1%,-14%,9%,-8%,1.1,-0.2%,11%,10,661,-21%
CCOc1ccc2nc(NC(=O)CSc3nnnn3C3CCCCC3)sc2c1,0.9%,20%,6%,7%,1.1,1.8%,8%,-5,782,25%
CCOC(=O)c1cc(C#N)c(C)nc1N(CC)CC,x,x,5%,0%,x,3.1%,-2%,12,713,x
COc1ccc(C(C(=O)NC(C)(C)C)N(C(=O)Cn2nnc3ccccc32)c2cccc(C(C)=O)c2)cc1O (stereo not given),x,x,1%,4%,x,0.0%,4%,16,749,x
COc1cc(C(=O)OCCN2CCCCC2)ccc1O,-3.8%,13%,-5%,2%,1.1,0.1%,9%,x,x,4%
COc1cc(NC(=O)CN2c3cccc4cccc(c34)S2(=O)=O)cc(OC)c1OC,-5.2%,0%,1%,-2%,1,0.9%,4%,-5,728,6%
CC(=O)Nc1cccc(OCC(O)Cn2cnc3ccccc32)c1 (stereo not given),0.1%,17%,6%,0%,1,0.0%,4%,-5,600,12%
CCC(C(=O)OCC(=O)Nc1c(Cl)cccc1Cl)c1ccccc1 (stereo not given),-0.9%,0%,1%,5%,1.1,4.4%,2%,-1,672,0%
COc1ccc(C(=O)/C=C/c2ccc(OC)c(CN3CCOCC3)c2)cc1,-0.1%,0%,10%,1%,1.1,1.9%[50 µM],12%,-12,543,10%
O=C(c1ccc(Br)cc1)N(c1ccccn1)C1CCCCC1,x,x,-1%,-2%,x,-0.2%,0%,4,738,x
Cc1ccc(S(=O)(=O)N2CCN(C(=O)CN3CCOCC3)C2C(C)C)cc1 (stereo not given),-0.5%,-10%,4%,1%,1.1,0.1%,13%,2,698,1%
COc1ccc(Cl)cc1N(CC(=O)N/N=C/c1ccc(OCC(N)=O)cc1)S(C)(=O)=O,-7.3%,-16%,4%,-1%,1,-1.4%,0%,-18,615,-20%
COc1ccc(NC(=O)COC(=O)c2ccc(OCc3ccccc3Cl)c(OC)c2)c(OC)c1,-1.5%,-2%,-4%,6%,1.2,1.5%[50 µM],5%,-12,670,-1%
Cc1cccc(-n2c(N)c(C(=O)NCCN3CCOCC3)c3nc4ccccc4nc32)c1,-2.0%,-9%,-185%,6%,1.2,x,18%,x,x,-28%
CC(O)CSc1nc2c(c(=O)[nH]c(=O)n2C)n1CC(O)COc1ccccc1 (stereo not given),-0.2%,-9%,-7%,-3%,1,0.1%,3%,0,714,7%
CC(C)c1cc(C(=O)O)n[nH]1,-5.1%,-4%,7%,2%,0.9,0.3%[50 µM],2%,-4,792,2%
Cc1cc2c(cc1C)C(c1ccsc1)CC(=O)N2 (stereo not given),-7.2%,7%,-1%,-3%,1,0.1%,-2%,14,709,-1%
Cc1nc(N)sc1C(=O)NN,x,x,-3%,2%,x,x,-4%,-4,626,x
COc1ccc(OCCCC(=O)Nc2cccc([N+](=O)[O-])c2)cc1,-3.8%,8%,3%,6%,1.1,0.1%,2%,30,666,8%
CC(=O)Oc1ccc(C(=O)Nc2ccccc2C(=O)NCC(C)C)cc1,-3.7%,12%,14%,7%,1.1,1.2%[50 µM],6%,14,694,3%
COc1ccc(NC(=O)C(NC(C)=O)C(=O)NCc2ccccc2OC)cc1 (stereo not given),-3.3%,7%,15%,5%,1.1,0.2%,7%,7,651,4%
O=C(NNC1CC(=O)N(c2ccccc2)C1=O)c1ccco1 (stereo not given),-5.8%,-12%,3%,5%,1.1,0.3%,2%,2,619,-6%
COc1ccccc1NS(=O)(=O)c1cc(N)ccc1N1CCCCC1,-9.3%,50%,0%,0%,1.1,-1.8%,-3%,-1,658,68%*
CCO[C@H]1OC(C(=O)Nc2ccccc2)=C[C@@H](c2coc3ccccc3c2=O)[C@@H]1CCCO,-2.7%,18%,-6%,-3%,1,-0.5%,2%,-2,739,15%
O=C(C1=C[C@H](c2csc3ccccc23)C[C@H](OCCCCO)O1)N1CCN(Cc2ccc3c(c2)OCO3)CC1,-3.2%,20%,5%,-1%,1.1,0.1%,8%,-14,709,22%

# Individual results from the list:
# Reading for COc1ccc(C(=O)/C=C/c2ccc(OC)c(CN3CCOCC3)c2)cc1 in human PMI inhibition: 10%
# Reading for CC(O)CSc1nc2c(c(=O)[nH]c(=O)n2C)n1CC(O)COc1ccccc1 (stereo not given) in human PMI inhibitors: -9%

# The main list resumes with the five entries that preceded the break.
SMILES,XIAP antagonists,human PMI inhibitors,P. falciparum M17LAP,SIAH1 antagonists,TNAP activators,K1F lysis inhibition,M1AAP inhibition,Hep lipid drop,Hep lipid drop cells 6.5 µM,human PMI inhibition
COc1ccc(NC(=O)C(NC(C)=O)C(=O)NCc2ccccc2OC)cc1 (stereo not given),-3.3%,7%,15%,5%,1.1,0.2%,7%,7,651,4%
O=C(NNC1CC(=O)N(c2ccccc2)C1=O)c1ccco1 (stereo not given),-5.8%,-12%,3%,5%,1.1,0.3%,2%,2,619,-6%
COc1ccccc1NS(=O)(=O)c1cc(N)ccc1N1CCCCC1,-9.3%,50%,0%,0%,1.1,-1.8%,-3%,-1,658,68%*
CCO[C@H]1OC(C(=O)Nc2ccccc2)=C[C@@H](c2coc3ccccc3c2=O)[C@@H]1CCCO,-2.7%,18%,-6%,-3%,1,-0.5%,2%,-2,739,15%
O=C(C1=C[C@H](c2csc3ccccc23)C[C@H](OCCCCO)O1)N1CCN(Cc2ccc3c(c2)OCO3)CC1,-3.2%,20%,5%,-1%,1.1,0.1%,8%,-14,709,22%
O=C(Nc1ccccc1Cc1ccccc1)C1CC(=O)N(c2ccc3c(c2)OCCO3)C1 (stereo not given),-24%,10%,2%,4%,1.3,-0.1%,-2%,-2,724,22%
Cc1ccc(/C([O-])=C(/C(=S)NCc2ccccc2)[n+]2ccccc2)cc1[N+](=O)[O-],-16%,10%,6%,8%,1.1,0.3%,4%,-6,704,16%
Cc1ccccc1C(=O)NC1CCN(C(=O)N2CCOCC2)CC1,2.1%,0%,6%,-3%,1,0.0%,0%,6,765,0%
COc1ccc(Oc2nc(OC)cc(OC)n2)cc1,-7.1%,-14%,0%,2%,1,-0.1%,2%,-13,565,-8%
N#Cc1nc(COc2cccc(Cl)c2)oc1N1CCN(c2ccccc2)CC1,-2.9%,4%,-3%,3%,1.1,6.8%,7%,-14,733,6%
CC(=O)Nc1cc(C(=O)N2CCCC2)ccc1Sc1ccc(C)cc1,-3.0%,-2%,17%,-3%,1.1,-0.1%,-1%,11,758,-2%
O=C(CN(c1cccc([N+](=O)[O-])c1)S(=O)(=O)c1ccccc1)NCc1ccccc1,-9.4%,24%,3%,2%,1,-0.1%,-2%,-6,567,21%
Cc1ccc2nc(SCc3nc4ccccc4c(=O)[nH]3)[nH]c2c1,-2.6%,-2%,0%,7%,2,-0.9%,-8%,3,648,-10%
CCOC(=O)/C(C#N)=C1/C=CN(C)C(C)=N1,-3.5%,-1%,50%,2%,1.1,0.3%,11%,x,x,0%
Cn1c(N)c(C(=O)COC(=O)C2(c3cccc(F)c3)CCCC2)c(=O)n(C)c1=O,-4.9%,-1%,8%,-3%,0.9,5.0%,14%,x,x,-1%
Cc1ccc(-c2noc(CSc3nnc(-c4cccs4)n3C)n2)cc1,-1.4%,-6%,5%,2%,1.1,2.0%,2%,x,x,-1%
Cc1cc(C)cc(N/C(N)=N/c2nc(C)cc(C)n2)c1,-1.1%,-6%,4%,4%,1.4,0.8%[50 µM],1%,-70,628,-9%
COc1ccc(NC(=O)C23CC4CC(C2)CC(c2ccc(C)cc2)(C4)C3)cc1,-13%,15%,-2%,-2%,1.1,4.5%,6%,-4,572,22%
CC(/C=C/c1ccco1)=N\NC(=O)c1cc(C)[nH]n1,-4.0%,13%,1%,14%,1.4,1.1%,2%,21,640,13%
CCCCn1c(N)c(-c2nc3ccccc3s2)c2c([N+](=O)[O-])nn(CC)c(=O)c21,-4.3%,-2%,-9%,1%,1,4.9%,3%,69*,727*,-3%
COc1cc(C(=O)OCc2ccc(C)cc2)cc(NC(=O)c2cccs2)c1OC,-4.3%,14%,-8%,-1%,1.1,4.4%,1%,-40,647,7%
CN(C)S(=O)(=O)c1ccc(NC=O)cc1,-2.7%,1%,2%,6%,1.1,-0.8%,-7%,1,771,3%

# Compound activity from PubChem.
